# Bioassay records: PubChem BioAssay, Broad Institute
# dFosB act: activators of delta FosB homodimer, primary screen, biochemical, fluorescence polarization, TAMRA-CDK5 oligo, single point. AID 493131, 2011. activation, % at 25 µM. 340,000 compounds, 0.99% hits. Protein FosB (Mus musculus), P13346. purified delta FosB; percent of positive-control signal above neutral wells;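 active = mean activation above about 17%, with every replicate also reaching it, limit read from the data, passing the limit was not always enough; inconclusive = only one of the two conditions met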;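 also: fluorescence polarization rise as delta FosB binds a TAMRA Cdk5 AP-1 oligo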
# CAL PDZ FP-1: untagged CAL PDZ binding inhibitors, primary screen, biochemical, fluorescence polarization, HTS | AID 602252, 2012 | 300,000 compounds, 0.92% hits | inhibition, % at 24.9 µM | Golgi-associated PDZ and coiled-coil motif-containing protein (Homo sapiens), Q9HD26 | purified CAL PDZ, TMR-peptide fluorescence polarization, 1 h;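 active = mean inhibition of at least 30% with at least half of replicates also reaching 30%; inconclusive = no clear call, values can overlap the other calls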;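 also: 0% = DMSO neutral control and 100% = excess unlabeled competitor peptide PRC23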
# PfHsp90 set2: growth inhibition of PfHsp90-expressing yeast, primary screen, antimalarial PfHsp90 inhibitor project, S. cerevisiae, BacTiter-Glo luminescence, single point, set 2. BacTiter-Glo ATP, 48 h; yeast lacking PDR1 and PDR3 efflux regulators. AID 504621, 2011. 310,000 compounds, 0.32% hits. inhibition, % at 9.4 µM;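 active = every replicate shows inhibition above about 80%, whatever the replicate mean, limit read from the data; inconclusive = mean inhibition reaches the set limit but some replicate falls short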;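 also: 0% = DMSO neutral controls and 100% = 20 µM radicicol positive controls; yeast relying on Plasmodium falciparum Hsp90 in place of its own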
# SR-BI DiI inh: inhibitors of SR-BI mediated HDL lipid uptake, primary screen, ldlA[mSR-BI] cells, fluorescence, single point; Scavenger receptor class B member 1 (Mus musculus), Q61009; AID 488896, 2010; 320,000 compounds, 0.96% hits; ldlA[mSR-BI] CHO cells, DiI-HDL uptake fluorescence, 3 h; inhibition, % at 12.5 µM;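 active = mean replicate inhibition of at least 70% and a set share of replicates each scoring 70 or more; inconclusive = meets just one of the two criteria; inactive = fails both criteria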;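 also: 0% = median of neutral control wells and 100% = median of positive control wells; values of inactives mirror those of a sister screen read the other way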
# CAL PDZ FP-2: CAL PDZ peptide-binding inhibitors, primary screen, biochemical, fluorescence polarization, Cer-tagged CAL PDZ, HTS | inhibition, % at 20 µM | 330,000 compounds, 0.02% hits | AID 504414, 2011 | purified CAL PDZ, TMR-peptide fluorescence polarization, 1 h;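 active = highest replicate inhibition of at least 40%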;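 also: plate controls were DMSO neutral control wells for no effect and unlabeled competitor peptide control wells for full effect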
#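 material = purified tagged CAL PDZ domain construct (CerCALP) | compound dosing = 20 µM, one dose | times = 1 h at RT | measured by = fluorescence polarization from S- and P-plane intensities, G-factor corrected | read-out = inhibition from polarization loss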
# NSD2 inh: NSD2 histone methyltransferase inhibitors, primary screen, biochemical, AlphaScreen, single concentration, set 2 | 310,000 compounds, 0.54% hits | AID 743445, 2014 | NSD2 peptide methylation, 120 min | inhibition, % at 12.5 µM | Histone-lysine N-methyltransferase NSD2 (Homo sapiens), O96028; in the data active = inhibition above about 50%
# Rtt109 HAT inh: inhibitors of C. albicans Rtt109/Vps75 HAT, primary screen, biochemical, ThioGlo CoA-SH fluorescence, plate reader | purified Rtt109/Vps75, 4 h | 330,000 compounds, 0.16% hits | inhibition, % at 34.9 µM;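 active = inhibition of at least 50% in every replicate; inconclusive = best replicate reaches 50% inhibition but some replicates fall short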
# MITF act: activators of MITF-driven TRPM1 promoter reporter, primary screen, cell-based, SK-MEL-5, luciferase, single point. SK-MEL-5 TRPM1-promoter luciferase, 24 h; % of positive control, neutral wells = 0. activation, % at 12.5 µM. 300,000 compounds, 0.75% hits;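 active = mean activation of at least 80% with every replicate also reaching 80%; inconclusive = mean reaches 80% but some replicate falls short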;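 also: 0% = neutral control wells and 100% = parthenolide positive control wells; values of inactives mirror those of a sister screen read the other way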
# PvdQ inh: P. aeruginosa PvdQ acylase inhibitors, primary screen, biochemical, fluorescence, plate reader and imaging, single point. PvdQ acylase [Pseudomonas aeruginosa LESB58]. 340,000 compounds, 0.063% hits. inhibition, % at 10 µM. purified PvdQ acylase. AID 488965, 2010; in the data active = inhibition above about 30%, passing the limit was not always enough; inconclusive = no clear call, values can overlap the other calls;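 also: 0% = vehicle neutral wells and 100% = reference inhibitor wells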
# SR-BI DiI-HDL act: activators of SR-BI mediated DiI-HDL uptake, primary screen, ldlA[mSR-BI] CHO cells, DiI fluorescence; activation, % at 12.5 µM; 320,000 compounds, 0.096% hits; 3 h; 100 = double the neutral-control signal;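 active = mean replicate activation of at least 60% and every replicate at or above 60%; inconclusive = mean or all-replicate condition met, but not both; inactive = mean below 60% and not all replicates reaching 60%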;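 also: 0% = median plate neutral-control signal and 100% = twice that signal; values of inactives mirror those of a sister screen read the other way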
#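 Test system: SR-BI-overexpressing, LDLR-lacking CHO cells; Medium: Ham's F12 with 0.5% BSA, HEPES 25 mM, pH 7.4; Schedule: 3 h, 37 °C; Technique: bottom-read fluorescence, 550/595 nm.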
# Numbers without * were called inactive; ? = inconclusive; . = not tested or not shown.
SMILES,dFosB act,CAL PDZ FP-1,PfHsp90 set2,SR-BI DiI inh,CAL PDZ FP-2,NSD2 inh,Rtt109 HAT inh,MITF act,PvdQ inh,SR-BI DiI-HDL act
O=C(NCC1CCCO1)Nc1ccc2c(c1)OCO2 (stereo unspecified),-2,-3,1,3,-0.6,0,.,13,-18,-3
CCn1c(/C=N/NC(=O)c2ccc(OC)cc2)nc2ccccc21,-37,-4,-11,20,-3.9,.,9,-1,4,-20
CCOC(=O)N1C2=NC(C(=O)OC)=C(C(=O)OC)[C@@H]3Nc4ccccc4[C@]23C[C@H]1C(=O)OC,-4,-1,5,-11,-0.5,.,2,-6,-8,11
COc1ccc(C(=O)/C=C2\NCC3c4ccccc4CCN3C2=O)cc1 (stereo unspecified),-1,-4,.,-8,-3.4,13,6,.,0,8
COc1ccc(C2CC(c3cccs3)=NN2C(=O)CCC(=O)O)cc1 (stereo unspecified),5,6,-3,-21,-1.2,0,3,.,-14,21
Cc1ccc(-c2noc(CN3CCN(C(c4ccccc4)c4ccccc4)CC3)n2)cc1,3,0,-5,-9,.,-1,-3,.,-20,9
CCn1cc(/C=C(\NC(=O)c2ccc(OC)c(OC)c2)C(=O)NCCCN2CCOCC2)c2ccccc21,0,-5,4,-40,-2.0,-4,4,5,13,40
CCOCCOc1nc2c(c(=O)n(C)c(=O)n2C)n1Cc1ccc(C)cc1,-4,.,17,0,-1.0,.,2,-7,-6,0
Cc1[nH]n(-c2ccccc2)c(=O)c1C1(C(F)(F)F)C(=O)N(c2ccccc2)C2=C1C(=O)CC(C)(C)C2 (stereo unspecified),-23,.,.,-27,-2.8,4,10,-4,-8,27
COc1ccc(C(=O)Nc2cc(C(=O)NCCc3ccccc3)ccc2Cl)cc1,-12,-3,.,44,-4.7,-1,3,19,-5,-44
COCCNC(=O)c1nc2c(nnn2Cc2cc(C)ccc2C)c(=O)[nH]1,-2,1,10,-11,0.3,.,-3,-1,-13,11
CC[C@H](C)[C@H](NC(=O)OCc1ccccc1)C(=O)OCC(=O)N(C)CC(=O)Nc1ccccc1Cl,-6,4,-13,26,-2.8,1,14,0,8,-26
C[C@@H](CSc1ccc(Br)cc1)CN1CC[C@H](O)CCC1=O,3,-3,-14,0,-0.3,.,-3,25,-14,0
O=C(NCc1ccc(Cl)cc1Cl)C1CC(=O)N(Cc2ccccc2)C1 (stereo unspecified),-5,2,.,-8,-0.1,-4,-6,0,-8,8
Cc1cc(C)nc(N2C(=O)CC(C(C)c3ccccc3)C2=O)n1 (stereo unspecified),-5,-5,-13,-4,-1.3,0,-4,.,1,4
CC1CN(C(=O)c2ccc(NS(=O)(=O)c3ccc(C(C)(C)C)cc3)cc2)CC(C)O1 (stereo unspecified),-15,0,12,-15,-1.9,1,11,-14,-12,15
COc1ccc(Cl)cc1C(=O)NNC(=O)CCNS(=O)(=O)c1ccccc1,-4,-3,15,13,0.3,0,2,-24,-17,-13
COc1ccc([N+](=O)[O-])cc1NC(=O)C(C)NNC(=O)c1cccc([N+](=O)[O-])c1 (stereo unspecified),3,-6,.,?,-0.6,0,-7,1,2,-72
Cc1cc(C)n(CCn2nc(C)cc2C)n1,-3,3,11,.,-1.3,-2,-21,-5,-12,.
CCOc1ccc(NC(=S)N2C3CCCC2CC(NC(=O)C2CC2)C3)cc1 (stereo unspecified),-3,-1,26,-4,-0.2,-3,3,2,-20,4

# Full records as entered above. Order of values: dFosB act	CAL PDZ FP-1	PfHsp90 set2	SR-BI DiI inh	CAL PDZ FP-2	NSD2 inh	Rtt109 HAT inh	MITF act	PvdQ inh	SR-BI DiI-HDL act
# `Cc1cc(C)nc(N2C(=O)CC(C(C)c3ccccc3)C2=O)n1` (stereo unspecified) in the list: -5	-5	-13	-4	-1.3	0	-4	.	1	4
# `CCn1cc(/C=C(\NC(=O)c2ccc(OC)c(OC)c2)C(=O)NCCCN2CCOCC2)c2ccccc21` in the list: 0	-5	4	-40	-2.0	-4	4	5	13	40
# `CC1CN(C(=O)c2ccc(NS(=O)(=O)c3ccc(C(C)(C)C)cc3)cc2)CC(C)O1` (stereo unspecified) in the list: -15	0	12	-15	-1.9	1	11	-14	-12	15

# Laid out differently: results already given
C[C@@H](CSc1ccc(Br)cc1)CN1CC[C@H](O)CCC1=O
  dFosB act: 3 | CAL PDZ FP-1: -3 | PfHsp90 set2: -14 | SR-BI DiI inh: 0 | CAL PDZ FP-2: -0.3 | NSD2 inh: . | Rtt109 HAT inh: -3 | MITF act: 25 | PvdQ inh: -14 | SR-BI DiI-HDL act: 0
COc1ccc([N+](=O)[O-])cc1NC(=O)C(C)NNC(=O)c1cccc([N+](=O)[O-])c1 (stereo unspecified)
  dFosB act: 3 | CAL PDZ FP-1: -6 | PfHsp90 set2: . | SR-BI DiI inh: ? | CAL PDZ FP-2: -0.6 | NSD2 inh: 0 | Rtt109 HAT inh: -7 | MITF act: 1 | PvdQ inh: 2 | SR-BI DiI-HDL act: -72
COc1ccc(C(=O)Nc2cc(C(=O)NCCc3ccccc3)ccc2Cl)cc1
  dFosB act: -12 | CAL PDZ FP-1: -3 | PfHsp90 set2: . | SR-BI DiI inh: 44 | CAL PDZ FP-2: -4.7 | NSD2 inh: -1 | Rtt109 HAT inh: 3 | MITF act: 19 | PvdQ inh: -5 | SR-BI DiI-HDL act: -44
O=C(NCc1ccc(Cl)cc1Cl)C1CC(=O)N(Cc2ccccc2)C1 (stereo unspecified)
  dFosB act: -5 | CAL PDZ FP-1: 2 | PfHsp90 set2: . | SR-BI DiI inh: -8 | CAL PDZ FP-2: -0.1 | NSD2 inh: -4 | Rtt109 HAT inh: -6 | MITF act: 0 | PvdQ inh: -8 | SR-BI DiI-HDL act: 8

# More entries:
SMILES,dFosB act,CAL PDZ FP-1,PfHsp90 set2,SR-BI DiI inh,CAL PDZ FP-2,NSD2 inh,Rtt109 HAT inh,MITF act,PvdQ inh,SR-BI DiI-HDL act
O=C(NCCO)c1ccc(Cl)c(Cl)c1,1,2,-5,-4,.,-5,3,8,-10,19
O=c1cc(C(F)(F)F)nc(SCc2cccnc2)[nH]1,6,.,-1,-48,0.3,0,-3,-5,-9,48
O=S(=O)(Cc1ccccc1)NCCc1ccc(F)cc1,-7,.,-8,-30,0.7,-2,0,.,-9,30
CCOC(=O)c1c(-c2ccncc2)csc1N,-6,1,-3,14,-2.2,-2,-5,-14,-7,-14
CC1(C)Cc2c(C#N)c(SCC(=O)c3ccccc3)nc(N3CCOCC3)c2CS1,1,-3,-3,21,-2.5,-43,6,-13,-8,-21
O=C(CN1C(=O)NC(Cc2c[nH]c3ccccc23)C1=O)Nc1ccccc1C(F)(F)F (stereo unspecified),-14,-3,.,9,-1.7,.,7,-2,-12,.
Cc1onc(-c2c(Cl)cccc2Cl)c1C(=O)Nc1ccc(N2CCOCC2)cc1,-11,-7,4,9,-0.3,2,5,4,-14,-9
O=C1C(C2=NC(c3ccccn3)C3C(=O)N(c4ccc(Cl)cc4Cl)C(=O)C23)=C(O)c2ccccc21 (stereo unspecified),10,-6,-37,.,-2.0,.,-10,-89,0,.
COc1ccc(C(=O)N2CCN(S(=O)(=O)c3ccccc3)CC2)c(OC)c1,-12,7,13,-25,-1.9,-3,1,-16,-8,25
CCNC(=S)NNC(=O)c1nn(C)c(C)c1Cl,2,-2,26,-6,1.3,-1,2,-3,-1,6
O=C(Cn1c(=O)oc2ccccc21)Nc1cccc(Cl)c1,3,-6,-5,2,0.3,-3,12,.,6,-2
Cc1ccc(N2CC(C(=O)N3CCC4(CC3)CC(=O)c3ccccc3O4)CC2=O)cc1C (stereo unspecified),-10,1,-12,32,-0.1,2,12,-13,4,-32
Cc1ccccc1NC(=O)/C(C#N)=C\c1cccnc1,4,.,10,4,-0.4,-6,4,10,0,-4
COc1cccc(CNc2ncc(-c3ccccc3)n2C)c1,-6,0,-7,-3,-0.4,7,-6,.,-26,3
CCN(CC)S(=O)(=O)c1ccc(C(C)NC(=O)C2CCCN2C(=O)c2cccs2)cc1 (stereo unspecified),-6,-8,18,16,-2.2,-1,22,0,-7,-16
CS(=O)(=O)N1CCC(NC(=O)Nc2ccc(OC(F)(F)F)cc2)CC1,4,-3,-14,-29,-0.6,.,-6,-3,6,29
CCN(CC)C(=O)c1ccccc1NC(=O)CN1C(=O)c2ccccc2S1(=O)=O,-6,1,2,-15,-3.3,-3,-3,-12,-11,15
CC(Sc1ccc(S(=O)(=O)N(C)C)cn1)C(=O)NC1CCCC1 (stereo unspecified),-4,-1,-3,-33,-1.3,-1,-1,-3,2,33
COc1ccc(CCNC(=O)COC(=O)c2ncc(Cl)c(Cl)c2Cl)cc1OC,-3,-4,-13,-6,0.6,0,-18,2,-1,6
COc1ccccc1NC(=O)CSc1nnnn1-c1ccccc1OC,-1,-4,-3,2,0.1,-1,-3,.,-15,-2
COc1cnc(NS(=O)(=O)c2ccc(N)cc2)nc1,-1,-4,10,-10,-0.4,.,9,5,5,10
COc1ccc(CNCCCSc2ncccn2)c(OC)c1,-3,.,18,-19,-0.7,10,4,-2,-2,19
O=C(NCC1CCCO1)c1ccc(-c2ccccc2Cl)o1 (stereo unspecified),-9,7,.,2,-2.3,5,5,130*,2,-2
Cc1ccc(C)c(NC(=O)CN(C)C(=O)c2ccc(S(=O)(=O)N3CCCCCC3)cc2)c1,-7,-3,8,16,1.2,-1,3,0,-7,-16
CC1CCc2cc(F)ccc2N1C(=O)c1cc2nc(-c3ccco3)cc(C(F)(F)F)n2n1 (stereo unspecified),2,-8,-12,10,-0.9,-1,-13,-3,-14,-10
COc1ccc(C2NC(c3ccc(OC)cc3OC)C(C)C(=O)C2C)c(OC)c1 (stereo unspecified),1,.,-22,-4,-0.3,7,10,-16,-20,4
